S3 lipid droplet: qHTS Assay for Lipid Storage Modulators in Drosophila S3 Cells; 320,000 compounds, 0.64% hits; AID 2685, 2010; Potency in µM for hits, for the others lipid storage change, negative = inhibition, % at the top dose, mostly 46.1 µM; Drosophila S3 cells, BODIPY lipid droplet fluorescence, 18-24 h; cells fed with added oleic acid; active = well fitted inhibition curve with a large enough effect in the signal ratio, with a control signal flat, not every such curve was filed as active; inconclusive = small, poorly fitted or top-dose-only effect, or effect the other way, or a change in a side signal; the % refers to the signal ratio
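Drosophila S3 cells loaded with oleic acid (400 uM, as added) and compounds at several concentrations; lipid droplets imaged by 488-nm laser-scanning cytometry, 500–530 nm intensity and object ratio to cell channel. Percent activity normalized to 20 uM Triacsin C.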
S3 lipid droplet cell count max: further read-out of S3 lipid droplet, marked with its call; cell number change, %; measured here: cell count max response;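 cells counted by Cell Tracker Red CMTPX staining in the red channel; peak over a dose series mostly up to 46.1 µM; percent activity relative to internal control wells on each plate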
* marks the source's active call; other numbers are inactive results; i = inactive; ? = inconclusive; . = not tested or not shown; [ ] = remark or other dose. % is set by controls: 0 for no effect and ±100 for the full control effect; potency is the fitted concentration of half-maximal effect. Only part of the results is shown; rates above refer to the full screens.

smiles | S3 lipid droplet | S3 lipid droplet cell count max
O=C(c1ccc(-c2cccc([N+](=O)[O-])c2)o1)N1CCN(c2ccc([N+](=O)[O-])cc2)CC1 | ? | .
Cc1cccc(NC(=O)CCCN2C(=O)C(c3ccccc3)Oc3cccnc32)c1C (stereo unspecified) | ? | .
O=C(NCC1CCCO1)c1cc2c(s1)CCCC2 (stereo unspecified) | ? | .
CCN1CCN(c2cc(C)c3cc(NC(=S)N4CCC5(CC4)OCCO5)ccc3n2)CC1 | 8.8% | -4.9
Cc1ccnc(NS(=O)(=O)c2ccc(NC(=O)CN3C(=O)c4ccccc4S3(=O)=O)cc2)n1 | ? | .
O=[N+]([O-])c1ccc(Cl)c(C[n+]2cccc3ccccc32)c1 | i | 31.8
CCn1c(-c2ccc[nH]c2=O)nc2ccccc21 | ? | .
CCOc1ccc(S(=O)(=O)N(CC)CC(=O)NC2CCS(=O)(=O)C2)cc1 (stereo unspecified) | ? | .
CSCCC(NC(=O)c1ccccc1)C(=O)N1CCCCCCC1 (stereo unspecified) | ? | .
COc1cccc(-n2c(C)nn(CCOc3ccccc3)c2=O)c1 | ? | .

Ordered by heavy-atom count (rising): 3 of the compounds above.
smiles | S3 lipid droplet | S3 lipid droplet cell count max
CCOc1ccc(S(=O)(=O)N(CC)CC(=O)NC2CCS(=O)(=O)C2)cc1 (stereo unspecified) | ? | .
Cc1cccc(NC(=O)CCCN2C(=O)C(c3ccccc3)Oc3cccnc32)c1C (stereo unspecified) | ? | .
Cc1ccnc(NS(=O)(=O)c2ccc(NC(=O)CN3C(=O)c4ccccc4S3(=O)=O)cc2)n1 | ? | .

Later entries.
smiles | S3 lipid droplet | S3 lipid droplet cell count max
CCN(CC)CCNc1nc(-c2cccs2)c(CC(=O)O)s1 | -2.9% | 10.9
CC(C)NS(=O)(=O)c1ccc(NC(=O)C(C)OC(=O)CCCOc2ccccc2)cc1 (stereo unspecified) | ? | .
CCCN1CCN(CCCNC(=O)CN2C(=O)C(CC)Oc3ccccc32)CC1 (stereo unspecified) | ? | .
CC(Cl)C(=O)NNC(=O)CNS(=O)(=O)c1ccccc1 (stereo unspecified) | ? | .
O=C(Nc1ccc(S(=O)(=O)Nc2ccccn2)cc1)c1cccc(Br)c1 | ? | .
Cc1cccc(NC(=O)COc2ccc(/C=C\c3[nH]c(=O)[nH]c(=O)c3[N+](=O)[O-])cc2)c1 | ? | .
O=C(NCC1CCCO1)/C(=C/c1ccc(Cl)cc1)NC(=O)c1ccccc1 (stereo unspecified) | -7.0% | 1.4
Cc1ccccc1N1CCN(C(=O)CCN2C(=O)c3ccccc3C2=O)CC1 | 23.5% | -1.7
COc1ccc(Cl)cc1S(=O)(=O)N1CCCC(C(=O)N2CCCC2)C1 (stereo unspecified) | ? | .
N#C/C(=C\c1ccncc1)c1nc2ccccc2o1 | 19.3% | 13.0
CC(C)CCN1CCN(CCCn2cccn2)CC1CCO (stereo unspecified) | 2.4% | 12.2
CCOC(=O)Cc1csc(SC(C)C(=O)Nc2ccc(NC(C)=O)cc2)n1 (stereo unspecified) | i | 11.5
COc1ccccc1NC(=O)c1cc(S(=O)(=O)N2CCCCCC2)ccc1F | i | 0.7
O=C1OC(C(=O)O)Cc2ccccc21 (stereo unspecified) | 0.2% | -1.8
S=C(NC1CC1)N1CCc2ccccc2C1 | 16.3% | -8.4
Cc1ccc(/C=N/c2sc3c(c2C#N)CCC3)s1 | i | .
NC(=O)NC(=O)C(c1ccccc1)N1CCN(S(=O)(=O)c2ccc(Br)s2)CC1 (stereo unspecified) | -8.4% | -8.2
Nc1nonc1-c1noc(N2CCOCC2)n1 | -9.2% | -14.2
Cc1cccn2c(/C=N/OCc3ccc(F)cc3)c(-c3ccc(Cl)cc3)nc12 | ? | .
CCSCc1nnc(SCC(=O)Nc2ccc(F)cc2)n1CC | i | 15.1
COc1ccc(C(=O)NC(=S)NNC(=O)c2ccccc2O)cc1 | i | .
COc1ccc2[nH]c3c(=O)n4c(nc3c2c1)SCCC4 | 5.9% | 13.4
O=C(COC(=O)COc1ccc(Cl)cc1)Nc1ccc(N2CCOCC2)cc1 | ? | .
COC(=O)c1ccccc1NC(=O)Nc1ccc(C)cn1 | ? | .
Fc1ccc(CSc2nnc3ccccn23)c(Cl)c1 | -2.4% | .
CCc1cccc(CC)c1NC(=S)Nc1cccc(Cl)c1Cl | 14.6% | 15.9
CC(=O)Nc1ccc(NC(=O)c2cc(=O)c3cc(C)cc(C)c3o2)cc1 | ? | .
Cc1ccc(NC(=O)C(NC2CCCC2)c2ccccc2)cc1Cl (stereo unspecified) | 1.7% | -13.4
COc1ccc([C@H]2CC(=O)C=C(c3cccc(OCc4ccccc4)c3)C2)cc1 | 9.1% | -21.9
CN(C1=C(NC(=O)c2ccccc2)C(=O)c2ccccc2C1=O)C1CCS(=O)(=O)C1 (stereo unspecified) | ? | .
O=C(Nc1cccc(NC(=O)c2ccco2)n1)c1ccco1 | -10.8% | -12.8
COc1ccc(OCc2nnc(NC(=O)Nc3ccccc3F)s2)cc1 | i | -21.6
C/C(=N/NC(=O)c1ccc2c(c1)OCO2)c1ccc(NC(=O)c2ccc(F)cc2)cc1 | ? | .
O=C(NNC(=O)c1cccs1)c1cccc(F)c1 | ? | .
CC(C)N=C1NN=C(c2ccc(F)cc2)CS1 | 0.9% | .
CN(CCCN1CCOCC1)Cc1nc(-c2ccccc2)no1 | 12.6% | -13.4
CCOc1ccc(CCNC(=O)C2CC(C)=CCC2C(=O)O)cc1OCC (stereo unspecified) | ? | .
CCC(C)Sc1nc2c(cnn2-c2ccc(C)cc2)c(=O)[nH]1 (stereo unspecified) | ? | .
Cc1cc(N2CCCC2=O)cc(C)c1S(=O)(=O)NCCOc1ccccc1 | ? | .
C=CCNC(=O)c1nc2ccccc2s1 | -10.0% | .
O=C(CSc1nnnn1C1CC1)Nc1cccc(S(=O)(=O)N2CCCC2)c1 | ? | .
COc1ccc(NC(=O)c2cc(-c3ccc(OC)c(OC)c3)on2)cc1OC | ? | .
Cc1ccccc1NC(=O)CSc1nc2ncc(Cl)cc2[nH]1 | -37.6% | -6.7
CCSc1nnc(NC(=O)CCn2c(=O)oc3ccccc32)s1 | -5.0% | -6.7
COc1ccc(C(=O)NCCCN2CCOCC2)cc1OC | -20.3% | 1.0
O=S(=O)(Nc1nc(-c2ccccc2)cs1)c1cc(Cl)ccc1Cl | i | -2.5
COc1ccc(CN2CCCC(C(=O)Nc3cccc(-n4cnnn4)c3)C2)c(C)c1C (stereo unspecified) | ? | .
O=[N+]([O-])c1cccc(S(=O)(=O)NCCOc2cccc3cccnc23)c1 | ? | .
O=S(=O)(c1ccc(S(=O)(=O)N2CCCC3(CCCCC3)C2)cc1)N1CCCCC1 | ? | .
COc1ccc2[nH]c(C(=O)O)c(NS(=O)(=O)c3ccc(C)c(C)c3)c2c1 | ? | .

Later entries.
smiles | S3 lipid droplet | S3 lipid droplet cell count max
Cc1cccc(N2CCN(CC(O)COc3ccccc3Cl)CC2)c1 (stereo unspecified) | ? | .
CCOC(=O)c1c(C)oc(NC(=O)CCl)c1C(=O)OCC | -1.5% | -25.6
CC(/C=N/NC(=O)c1c(Br)cnn1C)=C\c1ccccc1 | -7.2% | 7.8
CCC(CC(C)(C)O)C(=O)NNC(=S)Nc1ccccc1 (stereo unspecified) | 21.8% | 5.3
CC1C(=O)N2CCCc3cc(NC(=O)c4ccccc4Br)cc1c32 (stereo unspecified) | ? | .
CCOc1ccc(NC(=O)Nc2cc(C(=O)O)ccc2N2CC3CC(C2)c2cccc(=O)n2C3)cc1 (stereo unspecified) | i | -7.4
O=C(CCl)NNc1nc(-c2ccccc2)c2cc(Cl)ccc2n1 | ? | .
O=C(CCS(=O)(=O)c1ccc(Br)cc1)N1CCN(c2ccc(F)cc2)CC1 | ? | .
COc1ccc(NC(=O)C2CCC(C(C)(C)C)CC2)cc1S(=O)(=O)N1CCOCC1 (stereo unspecified) | ? | .
O=C(c1cc(COc2ccc(F)cc2Cl)on1)N1C[C@H]2CC[C@H]1C2 | ? | .

(continued)
The line under a structure holds: S3 lipid droplet | S3 lipid droplet cell count max
CCOC(=O)N1CCN(C(=O)CN2C(=O)c3ccccc3S2(=O)=O)CC1
→ ? | .
Cc1cc(C)cc(-c2nnc(SCC(=O)c3ccc4c(c3)OCCO4)o2)c1
→ -0.4% | 8.7
O=C1c2ccccc2NC(c2ccccc2F)N1NS(=O)(=O)c1ccccc1 (stereo unspecified)
→ i | 16.7
CC1CN(Cc2nc3c(c(=O)[nH]c(=O)n3C)n2CC(N)=O)CC(C)O1 (stereo unspecified)
→ ? | .
COc1ccc(C/C(C)=N/NC(=S)Nc2ccccc2F)cc1
→ ? | .
CCC(=O)OCC(=O)Nc1ccc2c(c1)OCO2
→ ? | .
O=C(NCCN1CCOCC1)C(=O)NCC1OCCCN1S(=O)(=O)c1ccc(F)cc1 (stereo unspecified)
→ i[0.369 µM] | .
Cc1ccccc1NC(=O)COC(=O)c1ccccc1SCC(=O)N1CCCC1
→ ? | .
COc1cc(C(=O)OCC(=O)Nc2cccc(S(=O)(=O)N3CCCC3)c2)ccc1OCC(C)C
→ 26.3% | 8.3
O=C(C(=O)N1CCCc2ccccc21)c1cn(CC(=O)N2CCOCC2)c2ccccc12
→ -4.1% | -15.8
CCOc1ccccc1CN1CCC(Oc2cccc(C(=O)NCCOC)c2)CC1
→ -2.2% | 4.7
Cc1cnc(C(=O)N2CCN(S(=O)(=O)c3ccc4ccccc4c3)CC2)cn1
→ 20.9% | .
Cc1ccc(C(=O)COC(=O)c2ccccc2N2C(=O)C3C4CCC(C4)C3C2=O)cc1C (stereo unspecified)
→ 8.5% | -5.7
COc1ccc(Br)c(C(=O)NC2CCCC2)c1
→ ? | .
COc1ccccc1NC1=NCC(=O)N1Cc1ccccc1
→ 5.6% | -9.1
O=C(CNC(=O)c1ccccc1F)OC(C(=O)Nc1cc(C(F)(F)F)ccc1Cl)c1ccccc1 (stereo unspecified)
→ ? | .
CC(=O)Nc1ccc(NC(=O)/C=C/c2ccc3c(c2)OCO3)cc1
→ ? | .
O=C(NNc1cccc(Cl)n1)Nc1cccc(Cl)c1
→ ? | .
Cc1ccc(NC(=O)Nc2ccno2)cc1
→ 1.2% | 15.5
CCOC(=O)Cc1csc(NC(=O)Nc2ccc(Cl)cc2)n1
→ 8.7% | -13.7
CC1CCCCC1NC(=O)C1CCCN(S(=O)(=O)c2ccc(-n3cnnn3)cc2)C1 (stereo unspecified)
→ ? | .
Cc1ccc(C)c(OCCC(=O)N2CCN(S(=O)(=O)c3ccc([N+](=O)[O-])cc3)CC2)c1
→ ? | .
CCc1c(C)nc(N2CCN(c3ccccc3)CC2)[nH]c1=O
→ -21.9% | -8.4
Cn1cc(C(=O)N/N=C/C(Br)=C\c2ccccc2)ccc1=O
→ ? | .
c1ccc(CN2CCC(Nc3nc(-c4ccccc4)nc4ccccc34)CC2)cc1
→ ? | .
CCc1cccc2c(C(=O)COC(=O)c3nccnc3N)c[nH]c12
→ ? | .
COc1cc(Br)cc(/C=N/c2ncn[nH]2)c1O
→ i | .
CC(C)c1cc(C(=O)N/N=C/C(Br)=C/c2ccccc2)n[nH]1
→ i | -11.9
O=C(c1ccc(Oc2cc(Cl)cc(Cl)c2)o1)N1CCCCC1
→ -1.7% | 4.7
O=C(CNC(=O)c1ccccc1Br)N/N=C/c1ccco1
→ ? | .
CC(C)Cn1nc(C(=O)Nc2cccc(C(=O)NC3CC3)c2)c2ccccc2c1=O
→ ? | .
CCNC(=O)NC(=O)CSc1ccc(S(=O)(=O)N(C)C2CCCCC2)cn1
→ ? | .
Cc1nc(-c2ccccc2)sc1C1(C)CC(c2cccc([N+](=O)[O-])c2)=NO1 (stereo unspecified)
→ 18.6% | 21.4
COc1ccccc1/C=C/C(=O)OCC(=O)N1CCN(S(=O)(=O)c2ccc(C)cc2C)CC1
→ ? | .
CCCOc1ccc(C2CC(=O)NC2=O)cc1 (stereo unspecified)
→ 17.7% | 20.9
C/C(=N\NC(=O)COc1cc(C)cc(C)c1)c1cccc(NC(=O)C2CCC2)c1
→ -6.4% | 3.5
Cc1ccc(-c2nc3[nH]c(=O)cc(NC(=O)C(C)C)n3n2)cc1
→ ? | .
COc1ccc(C2=NN(S(C)(=O)=O)C(c3cccs3)C2)cc1OC (stereo unspecified)
→ 7.7% | .
CN(C)CCN(Cc1ccccc1)c1ccnc(N(C)C)c1C#N
→ 18.0% | 1.7
Cc1ccc(/C=C/C(=O)N2CCc3ccccc3C2)cc1
→ ? | .
CSc1sc(C(=O)NCC2CC2)cc1S(=O)(=O)C(C)C
→ 1.4% | 7.6
CN(Cc1ccc(Cl)cc1Cl)C(=O)c1cc(=O)c2ccccc2o1
→ ? | .
COc1cc(NC(=O)CSc2nnc3n2C(C)(C)Cc2ccccc2-3)cc(OC)c1
→ ? | .
C#CC(CC)(CC)NC(=S)Nc1ccc(S(N)(=O)=O)cc1
→ 7.6% | -2.9
c1ccc2c(c1)OCCOCCOCCO2
→ ? | .

Four of the compounds above, with each value named.
CN(Cc1ccc(Cl)cc1Cl)C(=O)c1cc(=O)c2ccccc2o1
  S3 lipid droplet = ?
  S3 lipid droplet cell count max = .

COc1cc(NC(=O)CSc2nnc3n2C(C)(C)Cc2ccccc2-3)cc(OC)c1
  S3 lipid droplet = ?
  S3 lipid droplet cell count max = .

C#CC(CC)(CC)NC(=S)Nc1ccc(S(N)(=O)=O)cc1
  S3 lipid droplet = 7.6%
  S3 lipid droplet cell count max = -2.9

c1ccc2c(c1)OCCOCCOCCO2
  S3 lipid droplet = ?
  S3 lipid droplet cell count max = .

High-throughput results as filed in PubChem.
